DENV2 CPE: protects cells from dengue virus 2 cytopathic effect; AID 651640; DENV2-infected cells, cytopathic effect rescue, plate reader; hit rate 1.7% among 350,000; CPE inhibition, % at 9.99 µM; in the data active = CPE inhibition above about 20%, passing the limit was not always enough; inconclusive = no clear call, values can overlap the other calls; tested in BHK-21 cells;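 also: 0% = median of neutral control wells and 100% = median of positive control wells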
INS-1E GSIS act: GLuc luminescence reporter in INS-1E cells, primary screen for activators of glucose-dependent secretion of insulin | INS-1E GLuc reporter insulin secretion, 2-3 h | activation, % at 16.6 µM | hit rate 0.61% among 370,000;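 active = lowest replicate activation of at least 40%, so every replicate reaches that level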;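 also: 0% = median of neutral control wells and 100% = median of IBMX positive control wells; some compounds called inactive have numbers as strong as hits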
RAD52 inh: blocks human RAD52 DNA annealing. recombinant RAD52 DNA annealing, FRET fluorescence. inhibition, % at 18.7 µM. hit rate 0.46% among 360,000;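 active = every replicate showing at least 50% inhibition; inconclusive = mean inhibition at least 50% but not in every replicate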
Target sequence (P43351 whole entry, looked up): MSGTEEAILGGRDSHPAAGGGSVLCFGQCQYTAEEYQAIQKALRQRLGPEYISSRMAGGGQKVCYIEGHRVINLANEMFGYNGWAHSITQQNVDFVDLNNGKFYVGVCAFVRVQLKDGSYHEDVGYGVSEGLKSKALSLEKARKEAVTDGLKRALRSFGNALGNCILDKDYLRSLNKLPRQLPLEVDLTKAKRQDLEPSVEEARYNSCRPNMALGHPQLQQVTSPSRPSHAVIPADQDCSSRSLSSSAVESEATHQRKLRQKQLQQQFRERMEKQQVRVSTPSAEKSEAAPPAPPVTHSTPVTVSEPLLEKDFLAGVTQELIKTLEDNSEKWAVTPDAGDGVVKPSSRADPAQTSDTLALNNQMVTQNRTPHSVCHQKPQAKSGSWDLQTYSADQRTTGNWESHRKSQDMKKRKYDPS
RAD54 inh: RAD54 (human) branch migration inhibition; Q92698; AID 602329; hit rate 0.14% among 360,000; RAD54 Holliday junction branch migration, FAM/BHQ fluorescence; inhibition, % at 10.4 µM;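 active = mean normalized replicate activity at least 40 and at least half of replicates scoring 40 or more; inconclusive = only one of the two criteria met; inactive = mean below 40 and under half of replicates reaching 40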;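 also: 0% = median of neutral control wells and 100% = median of positive control wells; inhibitors cause a drop in the FAM fluorescence signal; in these data hits start at about 50%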
F508del corr: CFTR F508del correction in bronchial cells. CFBE cells, YFP halide quenching; stimulated with forskolin plus potentiator P3; % fluorescence drop versus neutral controls. activity (quench increase), % at 7.58 µM. hit rate 0.36% among 350,000;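 active = mean added fluorescence quench of at least 8% versus neutral control, with both replicates also reaching 8%; inconclusive = only one of the mean or replicate conditions met; inactive = mean below 8% and not both replicates reaching 8%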;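 also: cells transiently co-express mutant CFTR-F508del with the halide-sensitive YFP; corrector assay measuring rescue of mutant channel to the surface after 24 h compound exposure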
E-sel inducer: E-selectin induction on HUVECs. hit rate 0.37% among 260,000. P16581. HUVEC E-selectin immunofluorescence imaging; normalized: neutral wells 0, TNF-alpha wells 100. activation, % at 7.58 µM;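 active = mean E-selectin-positive cell signal at least 10% of the positive control, reached in at least 60% of replicates, without over 20% cell loss; inconclusive = no rule given, readout overlaps actives, possibly toxicity-flagged; inactive = the rest, including those meeting only one limit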;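 also: in these data hits start at about 27%; measured in HUVEC primary endothelial cells; signal is the percent of cells scored E-selectin positive by PE staining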
Target sequence (P16581 whole entry, looked up): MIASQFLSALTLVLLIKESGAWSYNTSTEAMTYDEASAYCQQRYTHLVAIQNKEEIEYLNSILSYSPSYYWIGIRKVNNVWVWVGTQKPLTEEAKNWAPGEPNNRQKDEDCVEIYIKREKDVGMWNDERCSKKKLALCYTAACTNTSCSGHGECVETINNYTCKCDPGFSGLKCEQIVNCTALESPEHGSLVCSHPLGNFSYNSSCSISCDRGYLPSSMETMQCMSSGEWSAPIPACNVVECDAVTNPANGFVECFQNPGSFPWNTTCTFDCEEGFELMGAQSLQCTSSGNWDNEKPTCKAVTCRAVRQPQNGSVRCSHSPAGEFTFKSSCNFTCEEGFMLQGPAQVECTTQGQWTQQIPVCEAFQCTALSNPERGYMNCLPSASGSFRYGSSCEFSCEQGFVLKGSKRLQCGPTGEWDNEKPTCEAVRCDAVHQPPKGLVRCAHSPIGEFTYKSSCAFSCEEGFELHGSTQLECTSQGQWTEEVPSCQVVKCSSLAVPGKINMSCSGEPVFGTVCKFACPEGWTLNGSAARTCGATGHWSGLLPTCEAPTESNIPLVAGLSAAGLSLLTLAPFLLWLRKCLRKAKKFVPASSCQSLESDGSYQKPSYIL
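material = human umbilical vein endothelial cells (HUVEC), E-selectin induction | quantity = 3,000 cells/well | medium = EGM-2 growth medium on 0.1% gelatin-coated wells | technique = immunofluorescence imaging | read-out basis = % PE-positive cells | control set = TNF-alpha positive control, DMSO neutral control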
Casp6 inh: blocks human caspase-6 cleavage activity; purified caspase-6, Z-VEID-R110 cleavage fluorescence; P55212; AID 686996; inhibition, % at 12.5 µM; hit rate 0.53% among 350,000;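 active = mean inhibition across replicates at least about 35%, with every replicate also reaching that limit, limit read from the data; inconclusive = only one of the two criteria met; inactive = neither criterion met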;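 also: 0% = median of neutral control wells and 100% = no fluorescence left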
Xi reactivation: X-chromosome reactivation activator; XiGFP mouse fibroblasts, % GFP-positive cells imaging, 3 d; cells co-treated with 5-aza-dC sensitizer; scaled so ellipticine positive control = 100%; activation, % at 7.58 µM; hit rate 0.055% among 360,000; AID 743238;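 active = mean normalized replicate activation at least 10% and every replicate at or above 10%; inconclusive = only one of the two criteria met; inactive = mean below 10% and not all replicates reach 10%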;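 also: 0% = median of on-plate neutral control wells and 100% = ellipticine 6 µM median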
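Material: SV40-immortalized XiGFP fibroblast cells, line 68-5-11 | Buffer or medium: DMEM containing 5-aza-dC | Dosing: One concentration, pinned | Times: 3 d treatment, 15 min room-temperature fixation | Controls: Ellipticine 6 µM positive control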
Active calls of the source: *; ? = inconclusive; · = no result given.

1: C[C@H](CO)N1C[C@H](C)[C@@H](CN(C)Cc2ccc(C(F)(F)F)cc2)OCCCC[C@H](C)Oc2ccc(NS(=O)(=O)c3ccc(Cl)cc3)cc2C1=O
2: CN(C)c1ccc(C(=O)OCC(=O)c2cccs2)cc1
3: O=C(CSc1nc2ccccc2s1)NCC1CCCO1 (stereo not drawn)
4: Cc1ccc(C)n1NC(=O)c1ccc(O)cc1
5: CCCOC1CCCN(C(=O)CCCn2nnnc2CN2CCOCC2)C1 (stereo not drawn)
6: COc1ccc(C2(C)NC(=O)N(CC(=O)Nc3ccc(Br)cc3F)C2=O)cc1OC (stereo not drawn)
Compound	1	2	3	4	5	6
DENV2 CPE	3.9	-0.8	15.0	·	3.3	-4.9
INS-1E GSIS act	-17.6	1.0	15.4	4.4	-2.1	13.2
RAD52 inh	-19.2	-12.1	-9.2	-7.6	-9.3	-18.8
RAD54 inh	-8.0	·	-5.8	3.3	-5.6	-6.0
F508del corr	0.5	·	1.5	·	3.4	2.2
E-sel inducer	-0.2	·	-0.2	·	·	·
Casp6 inh	-2.9	1.6	-3.9	-0.6	-1.5	2.3
Xi reactivation	0.1	0.0	-0.1	·	0.0	0.1

7: Cc1ccc(S(=O)(=O)NC2CCCCCCC2)cc1
8: COc1ccc(-c2cc3ccccc3n2CC(O)CN2CCC(C)CC2)cc1 (stereo not drawn)
9: O=c1c(Cc2ccccc2)c(O)c2cccc3c4c(n1c23)CCCC4
10: O=C(CCCCCn1c(=S)[nH]c2ccc(N3CCOCC3)cc2c1=O)NCc1ccccc1Cl
11: CCCCN(C=O)c1c(CC)nc2c(OCc3ccc(Cl)cc3Cl)cccn12
12: CCCCN(C(=O)COc1ccc(NC(C)=O)cc1)C1CCS(=O)(=O)C1 (stereo not drawn)
Compound	7	8	9	10	11	12
DENV2 CPE	-10.5	-4.4	-7.8	2.2	2.2	·
INS-1E GSIS act	-7.7	-3.5	-6.6	2.3	-19.5	14.9
RAD52 inh	-8.9	1.5	-23.0	-8.5	17.0	-3.3
RAD54 inh	2.8	-0.5	1.7	4.8	0.7	-5.2
F508del corr	-2.9	-1.4	-2.3	-1.3	-4.3	0.6
E-sel inducer	0.0	0.3	15.4	0.2	-0.1	·
Casp6 inh	0.0	-22.5	0.0	3.2	1.9	0.5
Xi reactivation	0.1	0.2	0.4	0.0	0.3	0.0

13: CCOC(=O)C1=C(COC(=O)c2sccc2C)NC(=O)NC1C (stereo not drawn)
14: CCC(Oc1ccccc1OC)C(=O)Nc1ccc2c(c1)OCCO2 (stereo not drawn)
15: CC(C)CC#Cc1cnc2c(c1)C(=O)N([C@@H](C)CO)C[C@@H](C)[C@H](CN(C)S(=O)(=O)c1ccccc1)O2
16: CCN(CC(=O)NCc1ccc(Cl)cc1)S(=O)(=O)c1ccc(NC(C)=O)cc1
17: O=C(C1CCCC1)N1CC(=O)N2[C@@H](CO)[C@H](c3ccc(-c4cccnc4)cc3)[C@@H]2C1
18: O=C(Nc1cc2c3c(c1)CC(=O)N3CCC2)c1ccccc1F
Compound	13	14	15	16	17	18
DENV2 CPE	-3.1	-6.9	2.3	-6.7	5.8	1.5
INS-1E GSIS act	-3.4	3.6	-11.6	-14.6	24.5	13.0
RAD52 inh	-3.9	-9.1	27.3	-5.6	-0.9	-1.1
RAD54 inh	4.0	-9.2	-24.3	·	·	-4.7
F508del corr	2.7	-5.7	-0.1	0.8	3.2	-3.5
E-sel inducer	·	0.0	0.2	0.1	-0.6	·
Casp6 inh	1.1	-4.7	-0.2	-0.7	0.2	-2.7
Xi reactivation	0.3	0.1	-1.2	-0.2	0.1	0.0

19: CCN(CC)CCNC(=O)c1cn(CC)c2ccc(S(=O)(=O)N3CCc4ccccc4C3)cc2c1=O
20: COC(=O)[C@H]1[C@H](CO)[C@H]2Cn3c(cccc3=O)[C@H]2N1C(=O)C1CC1
21: Cc1nc2c(C(=O)NCc3ccccc3Cl)c[nH]n2c(=O)c1Cl
22: CNC[C@@H]1OCCCC[C@H](C)Oc2ccc(NS(C)(=O)=O)cc2C(=O)N([C@@H](C)CO)C[C@H]1C
23: CCC(=O)N(C)C[C@@H]1Oc2cc(C3=CCCCC3)ccc2S(=O)(=O)N([C@H](C)CO)C[C@H]1C
24: Nc1cccc(S(=O)(=O)c2ccc(N)c(N)c2)c1
Compound	19	20	21	22	23	24
DENV2 CPE	4.6	0.3	-2.4	6.4	·	1.3
INS-1E GSIS act	-9.1	-3.7	9.7	-0.9	-2.1	-16.8
RAD52 inh	-7.5	-0.5	10.2	-106.4	·	3.0
RAD54 inh	-19.4	9.6	·	3.9	·	·
F508del corr	-1.1	-2.6	1.3	1.4	1.2	·
E-sel inducer	·	0.0	·	-0.4	-0.6	·
Casp6 inh	-1.5	0.8	-0.2	-0.7	·	1.6
Xi reactivation	0.4	0.2	·	-0.6	0.6	0.0

25: CC(C)N(C)Cc1nnnn1CC(=O)NCc1cc(F)cc(C(F)(F)F)c1
26: COc1ccccc1NC(=S)N(Cc1ccc(C(=O)O)cc1)Cc1ccc(OC)c(OC)c1
27: CC1=C(C#N)C(NC(=O)c2ccc(Cl)cc2)(C(F)(F)F)C(=O)N1 (stereo not drawn)
28: CC(C)C#Cc1ccc2c(c1)O[C@@H](CN(C)C(=O)C1CC1)[C@H](C)CN([C@H](C)CO)S2(=O)=O
29: O=C(COC(=O)Cn1cnc2ccccc21)Nc1ccc(Br)cc1
30: O=C(CNC(=O)c1ccccc1F)OC1CCOC1=O (stereo not drawn)
Compound	25	26	27	28	29	30
DENV2 CPE	-0.1	-1.1	7.8	9.1	-8.4	11.5
INS-1E GSIS act	·	18.9	11.2	-2.1	·	4.0
RAD52 inh	0.2	-8.6	-11.3	-1.4	-4.7	-5.2
RAD54 inh	5.2	-7.0	·	-3.8	-0.1	-10.0
F508del corr	0.9	1.3	1.5	-1.4	-2.3	1.8
E-sel inducer	0.4	-0.2	·	-0.4	0.1	·
Casp6 inh	-2.7	1.6	-2.0	0.4	2.2	2.4
Xi reactivation	-0.1	0.5	0.1	0.2	0.2	-0.1

31: O=S1(=O)CC(N2CCC(Cc3ccccc3)CC2)CN1Cc1ccc(F)cc1 (stereo not drawn)
32: CN(C)CCCNC(=O)c1ccc(Oc2ccccc2)cc1
33: C[C@@H]1CN([C@H](C)CO)C(=O)Cc2cc(NC(=O)Nc3ccc(F)cc3)ccc2O[C@H]1CN(C)Cc1ccc2c(c1)OCO2
34: Cc1cc(C)n2nc(C(=O)NCc3ccccc3)cc2n1
35: CC(C)=CCN(C(=O)C#Cc1ccccc1)[C@H](CO)c1ccccc1
36: Cc1ccc(NC(=O)COC(=O)c2ccc(S(=O)(=O)NCc3ccco3)cc2)cc1
Compound	31	32	33	34	35	36
DENV2 CPE	17.0	-1.5	-6.9	·	-3.0	3.5
INS-1E GSIS act	-9.6	10.7	-21.8	7.9	·	4.8
RAD52 inh	-29.0	17.3	-5.2	-15.1	23.3	-12.9
RAD54 inh	3.7	·	7.0	9.5	0.3	0.0
F508del corr	-1.7	0.6	-3.3	-0.7	-0.4	1.3
E-sel inducer	1.7	·	0.1	·	·	·
Casp6 inh	-0.7	-181.3	-1.9	-0.2	0.5	-0.6
Xi reactivation	·	0.0	-1.2	·	·	0.1

37: Cc1ccc(CNc2nc3ccccc3n3cnnc23)cc1
38: Cc1ncsc1C(=O)N1CCCC(C(=O)c2ccc3ccccc3c2)C1 (stereo not drawn)
39: CSc1nnc(C(C)(C)C)c(=O)n1/N=C/c1ccc(C(C)C)cc1
40: C=C(C)c1cccc(C(C)(C)NC(=O)Nc2nnc(C(C)C)s2)c1
41: N/C(Cc1cccc2ccccc12)=N\OC(=O)c1ccccc1F
42: CS(=O)(=O)Nc1ccc2c(c1)[C@@H]1C[C@@H](CC(=O)NCc3ccccc3)O[C@H](CO)[C@@H]1O2
Compound	37	38	39	40	41	42
DENV2 CPE	-5.6	5.4	6.7	-5.5	16.8	-5.2
INS-1E GSIS act	·	-4.0	·	·	-3.1	-4.3
RAD52 inh	-5.0	-23.1	-10.9	-9.3	-30.7	-5.4
RAD54 inh	4.0	11.6	-10.0	0.8	1.0	-1.5
F508del corr	2.8	-0.5	-4.0	-0.7	2.5	0.9
E-sel inducer	2.9	·	0.9	1.9	0.3	-0.5
Casp6 inh	0.2	3.6	0.8	3.7	41.4*	-1.4
Xi reactivation	0.0	0.1	0.0	?	-0.1	0.3

43: Cc1ccc(C(NC(=O)c2cccc(S(=O)(=O)N3CCN(C)CC3)c2)c2ccccc2)cc1 (stereo not drawn)
44: CCOc1cccc(/C=C(/C#N)c2nc3ccccc3[nH]2)c1OCC(=O)O
45: CC(C)c1ccc2occ(-c3nn[nH]n3)c(=O)c2c1
46: COc1cc(NC(=O)CCNC(=O)N2CC(=O)Nc3ccccc32)cc(OC)c1OC
47: N#CCCN(Cc1ccccc1)C(CCc1ccccc1)C(=O)NC1CCCCC1 (stereo not drawn)
48: CCCNC(=O)Nc1ccc2c(c1)C(=O)N(C)[C@H]1CC[C@@H](CC(=O)O)O[C@H]1CO2
Compound	43	44	45	46	47	48
DENV2 CPE	-2.9	3.2	-9.8	-9.7	4.9	-0.5
INS-1E GSIS act	-34.9	-4.2	0.0	16.3	-38.7	6.5
RAD52 inh	-10.5	-27.8	-15.9	-9.6	-8.7	·
RAD54 inh	-0.8	-7.0	·	-13.0	2.5	-22.8
F508del corr	-2.0	1.2	0.4	-3.3	2.5	1.1
E-sel inducer	·	·	·	-0.2	-0.1	0.1
Casp6 inh	9.0	45.2*	-0.5	-1.0	0.3	·
Xi reactivation	0.0	0.0	0.0	0.0	1.3	0.1

3 compounds from above, showing only F508del corr and E-sel inducer:
item	Molecule	F508del corr	E-sel inducer
44	CCOc1cccc(/C=C(/C#N)c2nc3ccccc3[nH]2)c1OCC(=O)O	1.2	·
46	COc1cc(NC(=O)CCNC(=O)N2CC(=O)Nc3ccccc32)cc(OC)c1OC	-3.3	-0.2
47	N#CCCN(Cc1ccccc1)C(CCc1ccccc1)C(=O)NC1CCCCC1 (stereo not drawn)	2.5	-0.1

The listing continues:
49: Cc1c(C(=O)Oc2ccc(Cl)cc2)n(C)oc1=O
50: COc1ccccc1-n1ccnc(SCC(=O)NC2CCCCC2)c1=O
51: O=C(CNc1cccc(S(=O)(=O)N2CCCCC2)c1)Nc1cccc(F)c1
52: COc1ccccc1-c1ccccc1[C@@H]1[C@@H](C#N)N(C(=O)CN(C)C)[C@@H]1CO
53: C[C@@H]1CN([C@H](C)CO)C(=O)c2cc(NS(=O)(=O)c3cn(C)cn3)ccc2O[C@@H](C)CCCCO[C@@H]1CN(C)C(=O)CCCN(C)C
Compound	49	50	51	52	53
DENV2 CPE	-1.9	3.4	?	?	-6.8
INS-1E GSIS act	-4.2	-4.2	-12.7	-6.3	13.5
RAD52 inh	-1.8	-2.2	-0.6	-15.6	13.0
RAD54 inh	·	-6.2	9.5	·	4.5
F508del corr	-0.4	3.0	0.9	0.6	-0.7
E-sel inducer	·	0.2	0.0	-0.1	-0.2
Casp6 inh	3.1	0.5	-0.4	1.2	36.1*
Xi reactivation	0.5	0.3	0.0	0.0	-0.3
